Compound activity from PubChem BioAssay.
MPTP inh: inhibitors of mitochondrial permeability transition pore. isolated mouse mitochondria, Ca2+ swelling absorbance, 30 min. inhibition, % at 10 µM. 360,000 compounds, 1.4% hits. AID 602449;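 active means inhibition of 50% or more, scaled per plate between neutral and stimulator controls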;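 further: 0% = DMSO wells given calcium and 100% = 1 mM EGTA wells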
TIM10 inh: growth inhibitors of TIM10 yeast strain; inhibition, % at 10 µM; 330,000 compounds, 1.4% hits; S. cerevisiae TIM10 strain growth, BacTiter-Glo luminescence, 24 h;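 active means inhibition of 40% or more at the single tested concentration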;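 further: wild-type TIM10 isogenic control strain grown at permissive 25 °C; 0% = DMSO yeast wells and 100% = minimal medium wells without yeast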
APJ agonist: activates the human apelin receptor APJ | activation, % at 20 µM | 330,000 compounds, 0.11% hits | CHO-K1 APJ PathHunter beta-arrestin, luminescence; 0% DMSO wells, 100% apelin;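 active means activation more than six SD over the plate average, tested at 20 µM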;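 further: 0% = DMSO alone and 100% = apelin-13 at 10 nM; some results filed as inactive read as strong as hits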
Target sequence (P35414 whole entry, looked up): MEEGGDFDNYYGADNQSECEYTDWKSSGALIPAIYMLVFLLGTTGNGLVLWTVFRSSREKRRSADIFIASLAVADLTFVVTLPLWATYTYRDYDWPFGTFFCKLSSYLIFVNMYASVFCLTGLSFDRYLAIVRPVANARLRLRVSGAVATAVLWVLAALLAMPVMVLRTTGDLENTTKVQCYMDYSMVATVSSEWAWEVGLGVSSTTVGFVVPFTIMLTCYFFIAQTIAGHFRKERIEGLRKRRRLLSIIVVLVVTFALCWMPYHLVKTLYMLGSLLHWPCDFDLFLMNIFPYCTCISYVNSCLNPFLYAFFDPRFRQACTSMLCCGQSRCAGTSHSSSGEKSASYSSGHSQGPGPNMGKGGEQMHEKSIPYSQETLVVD
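Assay system – PathHunter CHO-K1 APJ (AGTRL-1) beta-arrestin reporter cells · Compound – one dose, 20 µM compound, 1% DMSO · Timing – compound 90 min 25 °C, reagent 1 h · Measured by – luminescence from split beta-galactosidase complementation, Galacton Star/Emerald II substrate · Measure – beta-arrestin recruitment to APJ as agonist activity, luminescent signal · Benchmarks – DMSO vs Apelin-13 10 nM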
tim10-1 inh: growth inhibitors of tim10-1 mutant yeast; S. cerevisiae tim10-1 ts strain growth, BacTiter-Glo, 24 h; inhibition, % at 20 µM; 330,000 compounds, 2.2% hits;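 active means inhibition of at least 40%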;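 further: mutant grown at 25 °C; 0% = DMSO wells with yeast and 100% = wells holding no yeast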
GRIN3A LBD mod: modulates the human NR3A ligand-binding domain; NR3A LBD differential scanning fluorimetry, Tm shift; 0% = protein alone, 100% = glycine-bound protein; Tm shift relative to glycine control, % at 25 µM; 340,000 compounds, 2.5% hits; AID 1259313;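 active means melting temperature shift of at least 10% of the positive control shift, at one fixed dose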
NLRP3 yeast inh: NALP3 inhibition in yeast; Yeast reconstituted NLRP3/ASC/caspase-1, beta-gal luminescence, 24 h; inhibition, % at 10 µM; 330,000 compounds, 0.39% hits; AID 2825;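 active means inhibition of 50% or more; inactive means inhibition below 50%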;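 further: plate controls were induced DMSO wells for no effect and uninduced yeast grown without galactose for full effect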
MIN6 prolif: induces beta-cell replication in MIN6 cells; AID 2380; proliferation, % at 10 µM; 330,000 compounds, 0.29% hits; MIN6 cells proliferation, ATPlite luminescence, 48 h; cells starved in 0.2% serum; 100% = growth in 10% serum;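 active means compounds whose signal lies at least 3.5 SD above the mean of all wells on their plate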;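 further: 0% = DMSO-treated cells in low-serum medium and 100% = 10% serum control; some compounds called inactive have numbers as strong as hits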
APJ antagonist: blocks the human apelin receptor APJ; P35414; CHO-K1 APJ beta-arrestin complementation, luminescence; inhibition, % at 20 µM; 330,000 compounds, 0.32% hits; AID 2521;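 active means inhibition above about 40% at 20 µM, limit read from the data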;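 further: cells challenged with 10 nM apelin-13 agonist together with compound; plate controls were apelin-13 plus DMSO wells for no effect and DMSO wells lacking apelin-13 for full effect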
tim23-1 inh: inhibits growth of tim23-1 mutant yeast; S. cerevisiae tim23-1 growth, BacTiter-Glo luminescence, 24 h; inhibition, % at 20 µM; 330,000 compounds, 1.3% hits; AID 463212;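 active means growth inhibition of the mutant yeast at or above 50%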;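 further: temperature-sensitive mutant grown at 25 °C; plate controls were DMSO-treated mutant yeast for no effect and medium wells lacking yeast for full effect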
Active calls of the source: *; nt = not tested or not shown.

SMILES	MPTP inh	TIM10 inh	APJ agonist	tim10-1 inh	GRIN3A LBD mod	NLRP3 yeast inh	MIN6 prolif	APJ antagonist	tim23-1 inh
COC(=O)C1CCN(C(=O)COC(=O)c2cc(-c3ccccc3)nc3ccc(OC)cc23)CC1	0.2	13.1	-1.0	19.2	-3.6	14.5	-0.6	14.3	38.4
Cc1nc(-c2ccc(C(=O)NCCO)cc2)cs1	-0.5	-9.3	-2.5	15.5	-1.7	-0.8	-3.3	-16.1	12.1
O=C(CSc1nnc2ccccn12)NNC(=O)c1ccccc1	-0.8	-4.9	-4.2	-4.7	1.2	11.0	-3.6	-21.4	1.3
CC1CCc2nn(CC(=O)NC3CCCC3)cc2C1 (stereo not drawn)	-0.2	0.6	-4.5	-24.1	-1.6	8.6	-3.2	5.3	-1.8
O=c1cc(O)n(-c2ccc(F)cc2)c(=S)[nH]1	-3.0	-5.3	3.0	-17.3	-2.7	9.5	-3.8	13.1	-0.5
CCOc1ccc(C(=S)N2CCOCC2)cc1	0.3	2.3	-0.3	-5.1	-6.8	16.6	-1.2	1.9	2.1
O=C(O)c1ccc(N/N=C2/CCSc3ccc(F)cc32)cc1	-1.9	-25.6	-0.4	-9.6	-12.5	28.1	0.0	26.6	14.2
CCOc1ccc(-n2nnnc2SCC(=O)Nc2ccc(NC(C)=O)cc2)cc1	0.9	-12.2	1.6	-3.2	-1.4	23.1	-1.5	-3.1	-2.7
CCOC(=O)C1Nc2ccc(OC(F)(F)F)cc2C2C=CCC12 (stereo not drawn)	3.3	5.0	5.3	3.7	-5.7	33.1	-1.9	-48.4	15.0
COc1ccc(CCC(=O)NCc2cn3ccc(C)cc3n2)cc1	0.5	-19.7	-5.4	1.2	-2.9	-6.1	-3.0	13.5	-8.9
O=S(=O)(NC1CCc2ccccc21)c1ccc(S(=O)(=O)N2CCCC2)cc1 (stereo not drawn)	0.4	11.2	-2.4	-0.8	1.4	5.1	-1.5	5.6	14.4
Cc1nnc(NC(=O)c2c(-c3ccccc3)noc2C)s1	-2.7	6.2	-2.7	19.0	0.1	5.7	5.2	-40.8	19.6
Cn1c(SCC(=O)Nc2ccc(NC(=O)c3cccs3)cc2)nnc1-c1ccncc1	-0.6	-1.5	-3.1	5.6	-17.3	-1.6	-0.1	-2.5	-8.8
Cc1cc(S(=O)(=O)N2CCCC2)ccc1OCC(=O)NCc1ccco1	0.0	-3.5	-5.3	4.6	0.3	-3.9	-0.3	5.9	4.7
O=C(NC1CCCCC1)N1CCN(c2ncccn2)CC1	-2.2	-18.7	-1.1	12.9	6.7	12.9	-1.1	12.6	-6.8
COc1cccc(-c2ncc3ccccc3c2COC(=O)c2ccc(C(F)(F)F)cc2)c1	-1.7	-14.6	-2.8	-3.4	1.9	12.3	-4.8	1.8	-11.3
Cc1ccc(C(=O)Nc2cccc(S(=O)(=O)N3CCOCC3)c2)cc1[N+](=O)[O-]	3.4	-14.5	-6.4	-5.9	-2.2	5.1	0.1	4.6	-1.2
COCc1cc(C)nc(SCC(=O)Nc2cc3c(cc2C#N)OCO3)c1C#N	-0.1	-21.0	1.6	-28.1	1.4	14.7	1.4	-5.2	-28.6
COc1ccc(OC)c(CNC(=O)c2nn(C)c3c2CS(=O)(=O)c2ccccc2-3)c1	-2.6	5.4	-1.2	-19.7	0.7	3.2	3.1	1.6	5.8
CCCN(CCC)S(=O)(=O)c1ccc(NC(=O)COc2ccccc2)cc1	-0.4	39.6	-3.3	52.4*	-4.0	22.0	-3.3	12.7	37.8
CCN(C(=O)COC(=O)c1ccccc1SCC(=O)N1CCCC1)C1CCS(=O)(=O)C1 (stereo not drawn)	-1.6	-2.3	8.6	4.0	2.0	1.7	-6.5	1.5	2.2
CCOCCCn1c(SCC(=O)NCc2ccc3c(c2)OCO3)nc2ccccc2c1=O	1.6	-1.2	-4.2	23.7	-7.5	-9.8	-0.6	1.4	-11.7
CC(=O)Nc1ccc(NC(=O)CN(c2cc(Cl)ccc2Cl)S(C)(=O)=O)cc1	-1.8	0.3	-1.9	10.4	-0.6	19.2	1.5	-10.1	-4.6
COC(=O)C(Cc1ccc(O)cc1)NC(=O)CCc1ccco1 (stereo not drawn)	-0.1	4.8	-0.7	-16.3	0.9	4.8	0.7	-9.9	-3.8
Cc1cccc2nc(COc3ccc(-c4ccccc4)cc3)cn12	nt	-2.9	-3.2	23.5	nt	18.2	-3.3	-1.8	25.5
CN(Cc1nc2ccccc2c(=O)[nH]1)C(=O)C1CC(=O)N(c2cccc3ccccc23)C1 (stereo not drawn)	-1.2	-7.9	-4.9	-8.9	0.5	7.3	1.6	19.6	1.5
Cc1cc(C)nc(N2CCC(C(=O)NCCc3ccc(Cl)cc3)CC2)n1	-0.5	7.6	-1.9	2.7	2.3	28.9	-2.5	-12.4	9.3
COc1ccc(C(CNC(=O)CCNC(=O)c2ccccc2OC)N2CCCC2)cc1 (stereo not drawn)	-2.4	-8.9	-2.8	-20.0	-0.4	10.9	2.0	22.4	-11.7
CCOP(=O)(OCC)c1cccc(P(=O)(c2ccccc2)c2ccccc2)c1O	1.1	17.3	-4.0	28.8	-2.4	10.1	1.1	10.3	25.5
COC(=O)c1ccc(NC(=O)C2CCCN2C(=O)OCc2ccccc2)cc1 (stereo not drawn)	-0.5	6.5	0.4	17.0	2.9	-1.6	1.3	-0.9	20.8
O=C(c1cc(-c2ccccc2O)on1)N1CCOCC1	-1.4	5.5	-3.2	-21.0	-0.2	7.8	-2.3	15.6	3.1
COC(=O)C1(C(C[N+](=O)[O-])c2ccco2)C(=O)NCC1c1ccccc1 (stereo not drawn)	1.0	-9.1	0.0	7.1	0.5	-12.5	-2.4	11.9	6.5
CCOc1c(OC(C)=O)ccc(/C=C2\N=C(SCC)SC2=O)c1[N+](=O)[O-]	89.0*	44.8*	-4.2	50.0*	14.2*	19.0	-3.9	12.1	36.8
C/C(=N\N=C1\NC(=O)C(CC(=O)NCc2ccccc2)S1)C(C)C (stereo not drawn)	0.9	10.3	-1.8	3.8	-4.3	5.2	-1.3	10.2	-11.3
Cc1c([N+](=O)[O-])cc(S(=O)(=O)Nc2ccc(-c3ccc(N4CCCC4)nn3)cc2)cc1[N+](=O)[O-]	0.5	-4.8	15.6	2.3	2.9	15.5	-4.3	-12.4	6.5
COc1cc(C(=O)Nc2ccc3c(c2)OCO3)ccc1OCc1c(C)noc1C	2.1	1.8	-1.0	-21.3	0.1	19.3	-3.1	10.6	1.7
Cc1cc(C(=O)CN2C(=O)C(=O)N(Cc3ccccc3)C2=O)c(C)n1CC1COc2ccccc2O1 (stereo not drawn)	-0.1	-1.7	-3.5	15.5	-2.8	2.6	-2.8	10.1	17.9
Cc1c(C(=O)O)[nH]c2c1C(=O)CC(c1ccc(C(C)(C)C)cc1)C2 (stereo not drawn)	-0.3	-0.7	-2.8	10.3	-4.4	15.6	-1.0	-10.1	8.2
Nc1nc(CSc2nnc(-c3cccc(F)c3)n2-c2ccccc2)nc(N2CCOCC2)n1	0.1	-3.9	-2.1	1.9	-4.2	0.5	-0.3	13.7	-8.0
Cc1ccc(NC(=O)CN(C)C(=O)c2cc3ccccc3o2)cc1	-0.2	-2.1	-0.4	-13.7	-1.8	21.7	-0.1	10.8	-8.5
COCCN(CCOC)C(=O)c1ccc(CSc2nc3ccccc3s2)cc1	0.9	15.8	1.8	22.2	1.0	2.9	-0.1	14.9	20.8
CC(=O)Nc1sc(C)c(C)c1C(=O)OCC(=O)Nc1ccc(S(N)(=O)=O)cc1	1.0	-21.6	-0.5	-9.5	-11.4	10.3	-1.1	-3.3	-20.2
Cc1ccc(S(=O)(=O)CCC(=O)NC2CCCC2)cc1	0.1	-0.9	-2.9	0.8	0.7	1.0	0.7	-25.2	3.3
O=C(Nc1ccccc1)Nc1snnc1C(=O)Nc1cccc(O)c1	-0.2	0.3	-1.1	17.4	24.3*	23.1	-2.9	-4.9	8.3
O=c1[nH]c(CSc2ncc(C(F)(F)F)cc2Cl)nc2cc(C(F)(F)F)ccc12	4.6	-2.5	-4.6	10.6	-1.3	-7.0	-1.3	2.9	3.1
O=C(CN1CCCCCC1)N1c2ccccc2C=Cc2ccccc21	2.2	-29.3	1.5	-4.3	-4.6	3.5	0.5	5.9	-29.4
COc1cc(OC)c(/C=N/n2c(C)nnc2C)c(OC)c1	1.3	1.4	-1.0	0.6	-7.9	3.4	1.9	-2.6	7.8
Cc1ccc(C)c(CSCC(=O)NCc2cccs2)c1	1.1	-2.4	-4.0	-20.4	0.0	45.9	0.5	6.6	11.5
O/N=C/c1cc(Cl)ccc1OCc1cccc2ccccc12	nt	44.0*	3.6	63.5*	nt	17.7	-3.6	0.5	47.9
COc1cccc(CNC(=O)c2cc(S(=O)(=O)N3CCOCC3)ccc2N2CCCC2)c1	-0.9	10.2	-5.5	19.2	0.3	1.4	3.2	2.3	13.1
COCCNC(=O)c1ccc(CS(=O)(=O)c2ccc(Cl)cc2)o1	-1.2	-20.5	-4.6	15.1	-0.6	0.2	0.1	-10.6	2.7
O=C(NC1CCCC1)C(c1ccncc1)N(C(=O)c1csnn1)c1ccc(F)c(Cl)c1 (stereo not drawn)	-0.8	8.9	0.8	0.0	1.2	18.7	5.9*	-21.3	20.0
CC(C)CCn1c(=O)c2ccccc2n2c(CN3CCCC3)nnc12	-1.5	-17.8	-4.8	-54.5	-0.7	19.8	0.5	16.1	-17.5
COc1cccc(N2CCN(S(=O)(=O)c3cccc4nsnc34)CC2)c1	0.9	3.1	-3.6	17.1	-1.9	23.0	1.0	-0.8	10.3
Cc1cc(=O)nc2c3ccccc3n(C(C)C(=O)Nc3cc(F)ccc3F)n12 (stereo not drawn)	0.4	-22.0	0.2	-2.7	-0.9	8.1	2.9	7.5	6.8
O=C(Nc1cccc(-c2cnc3ccccc3n2)c1)C1CC(=O)N(c2ccccc2)C1 (stereo not drawn)	-0.8	-1.6	16.6	7.2	-2.7	-3.9	-3.5	-17.9	15.1
O=C(Nc1cccc(C(=O)N2CCOCC2)c1)c1ccccc1Cl	-0.1	-1.9	3.4	13.2	7.4	3.1	-4.5	-73.0	4.1
Cc1c(NC(=O)COc2ccc3ccc(=O)oc3c2)c(=O)n(-c2ccccc2)n1C	0.1	1.4	-7.5	-19.6	-0.1	14.0	-2.6	-6.6	-8.5
CCS(=O)(=O)N1CCN(C(=O)C(c2ccccc2)c2ccccc2)CC1	0.1	-4.5	-1.2	-1.8	-0.4	18.5	-2.9	-11.1	18.3
C=CCn1cc(-c2ccc(Cl)cc2)cc(C#N)c1=O	1.3	11.0	-3.5	13.0	-1.3	-0.4	-1.2	-0.7	2.2
Cc1ccc(NC(=O)CCN2C(=O)c3ccccc3C2=O)c(C)c1	-0.4	-10.2	-3.6	1.9	-0.3	9.7	-1.8	-17.6	10.9

Pulled by structure from the list above, 2 records:
SMILES	MPTP inh	TIM10 inh	APJ agonist	tim10-1 inh	GRIN3A LBD mod	NLRP3 yeast inh	MIN6 prolif	APJ antagonist	tim23-1 inh
C=CCn1cc(-c2ccc(Cl)cc2)cc(C#N)c1=O	1.3	11.0	-3.5	13.0	-1.3	-0.4	-1.2	-0.7	2.2
O=C(CN1CCCCCC1)N1c2ccccc2C=Cc2ccccc21	2.2	-29.3	1.5	-4.3	-4.6	3.5	0.5	5.9	-29.4
